LDHA inh: LDHA (human) enzyme inhibition. P00338. purified LDHA, NADH/diaphorase-resazurin fluorescence; active compounds read low. activity change, % (values are at about 110 or 230 µM). 480,000 tested, 0.15% active; in the data active means activity change below about -30%; inconclusive means mostly about -25% to -30%;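 further: plate controls were DMSO wells for no effect and wells without enzyme for full effect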
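Human LDH5 at 2 nM final in Tris HCl pH 7.4 with 0.06 mM NADH and 0.2 mM pyruvate, reacted 5 minutes at room temperature. Remaining NADH coupled via diaphorase/resazurin; resorufin fluorescence read at 0 and 20 minutes, normalized to enzyme-free and DMSO wells.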
Glioma ERSR ind: induces the endoplasmic reticulum stress response in human glioma cells. U87-MG GRP78 promoter luciferase reporter, 16 h. Potency, µM, for inactives: at the highest dose activation, usual class: activators. 420,000 tested, 0.02% active. AID 602332; further: potency means the concentration at half of the fitted maximal effect; series mostly up to about 76 µM; % of control where 0% means no effect; nearly all actives have a fitted effect of over 35% in size
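ERSR induction read as luciferase luminescence (Bright-Glo, 10 min at room temperature) in stably transfected human U87-MG glioma cells exposed to compounds for 16 h, using GRP78 as sensor.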
D2 agonist: D2 dopamine receptor (human) agonism | 340,000 tested, 0.53% active | HEK293 T-REx D2 cells, calcium flux agonist mode | activation, % at 2 µM;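 active means activation over 3 SD above normal in the single-dose calcium agonist read, cut at about 30% in these data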; further: 0% is about no effect
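Tetracycline-induced HEK293 T-REx cells with force-coupled D2 receptor, plated overnight at 30 C, loaded with no-wash calcium dye. After a 10 s baseline, compound was pin-added and calcium flux read kinetically for 180 s; calcium rises flagged agonists.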
RGS4 inh: inhibitors of human regulator of G protein signaling 4; P49798; Transcreener GDP fluorescence polarization, RGS4-accelerated GTP hydrolysis; Potency, µM (highest dose often 114 µM), for the others: at the top dose activity change, negative = inhibition, actives largely listed as inhibitors; 390,000 tested, 0.039% active; AID 504845; further: potency means the concentration at half of the fitted maximal effect; on the % scale 0 is the no-effect control and ±100 the full control effect; nearly all actives have a fitted effect of over 75% in size; some results filed as inactive show a strong effect at the top dose
Target sequence (P49798 whole entry, looked up): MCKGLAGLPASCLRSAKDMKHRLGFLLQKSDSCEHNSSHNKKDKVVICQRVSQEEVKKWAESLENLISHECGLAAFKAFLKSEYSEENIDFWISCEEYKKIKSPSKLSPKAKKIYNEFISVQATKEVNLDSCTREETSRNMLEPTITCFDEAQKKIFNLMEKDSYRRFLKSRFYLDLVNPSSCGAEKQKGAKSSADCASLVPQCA
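MLSMR compounds (23 nl, pin-transferred) preincubated 10 min at room temperature with a 500nM (2x) first reagent, then RGS4 at 900nM (2x) plus Transcreener GDP mix added; fluorescence polarization (620/688 nm) read before and after 90 min at 30 °C.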
ALOX12 inh: inhibitors of human 12S-lipoxygenase ALOX12; P18054; purified 12hLO, xylenol orange hydroperoxide absorbance; Potency, µM (highest dose often 108 µM), inactives show at the highest dose activity change, negative = inhibition, hits mostly inhibitors; 580,000 tested, 1.1% active; AID 1671190; further: potency means the concentration at half of the fitted maximal effect; on the % scale 0 is the no-effect control and ±100 the full control effect
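Hydroperoxide product was detected by ferrous iron/xylenol orange as the 573 to 405 nm absorbance ratio. Arachidonic acid at 40 uM (final) was turned over for 30 min at room temperature by 150 nM human 12hLO, pH 7.0 Hepes buffer, after 15 min compound preincubation.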
ERG Ets-DNA blk: inhibitors of human ERG Ets domain-DNA interaction; P11308; fluorescence polarization, His-ERG Ets domain / labelled DNA; Potency, µM (titrated, usually from 76.9 µM), without a hit: top-dose FP activity, negative = inhibition, hits mostly inhibitors; 370,000 tested, 0.028% active; AID 624246; active means well fitted inhibition curve with a large enough effect in the polarisation, with a control signal flat; inconclusive means small, poorly fitted or top-dose-only effect, or effect the other way, or a change in a side signal; inactive means no such curve, though single readings can be large or run the other way; the % refers to the polarisation;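 further: polarization taken with two DNA probes labelled with fluorescein and Texas red; potency means the concentration at half of the fitted maximal effect; % of control where 0% means no effect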
Target sequence (P11308 whole entry, looked up, the tested form may be a part): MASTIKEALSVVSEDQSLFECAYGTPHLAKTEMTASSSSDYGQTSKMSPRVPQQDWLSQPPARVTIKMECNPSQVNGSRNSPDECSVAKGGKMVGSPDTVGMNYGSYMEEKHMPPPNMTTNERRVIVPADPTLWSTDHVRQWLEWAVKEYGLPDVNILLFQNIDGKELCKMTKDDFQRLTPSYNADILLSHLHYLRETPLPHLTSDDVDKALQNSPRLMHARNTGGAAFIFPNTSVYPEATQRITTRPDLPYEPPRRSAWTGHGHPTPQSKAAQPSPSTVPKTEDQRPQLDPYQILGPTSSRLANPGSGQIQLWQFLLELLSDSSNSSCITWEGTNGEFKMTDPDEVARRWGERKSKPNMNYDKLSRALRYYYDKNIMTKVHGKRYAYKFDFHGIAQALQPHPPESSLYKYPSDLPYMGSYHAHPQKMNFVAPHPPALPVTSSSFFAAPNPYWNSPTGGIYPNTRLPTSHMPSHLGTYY
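His-tagged ERG Ets domain (1 uM in the protein solution; 300mM KCl, 50mM Tris-HCl, 1mM EDTA, 1mM DTT, pH 7.5) received compound, then a probe mix of 5 nM fluorescein-DNA and 100nM Texas-615-DNA. Fluorescence polarization was read for both dyes.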
Vif-A3F inh: Vif-A3F binding inhibition | HeLa A3F-eYFP + Vif (tagged APOBEC3F with the HIV-1 protein that degrades it), YFP fluorescence increase | Potency, µM (highest dose often 46.1 µM), inactives show top-dose activity, negative = active | 390,000 tested, 0.2% active | AID 602313; further: potency means the concentration at half of the fitted maximal effect; % of control where 0% means no effect; nearly all actives have a fitted effect of over 65% in size
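Fluorescence increase (Ex 488/Em 500-530) after overnight compound treatment at 37 deg C flags inhibition of Vif-driven A3F-eYFP loss in stable HeLa A3F-eYFP/Vif cells seeded overnight beforehand.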
Vif-A3G inh: inhibitors of Vif-APOBEC3G interaction | Potency, µM (top dose mostly 46.1 µM), for the others: at the top dose activity, negative = active, most hits filed as inhibitors | Q9HC16 | 410,000 tested, 0.076% active | HeLa A3G-eYFP + Vif (tagged APOBEC3G with the HIV-1 protein that degrades it), YFP fluorescence, overnight | AID 602310;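 further: potency means the concentration at half of the fitted maximal effect; on the % scale 0 is the no-effect control and ±100 the full control effect; nearly all actives have a fitted effect of over 60% in size; hits raise eYFP signal because A3G escapes Vif-driven loss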
Target sequence (Q9HC16 whole entry, looked up): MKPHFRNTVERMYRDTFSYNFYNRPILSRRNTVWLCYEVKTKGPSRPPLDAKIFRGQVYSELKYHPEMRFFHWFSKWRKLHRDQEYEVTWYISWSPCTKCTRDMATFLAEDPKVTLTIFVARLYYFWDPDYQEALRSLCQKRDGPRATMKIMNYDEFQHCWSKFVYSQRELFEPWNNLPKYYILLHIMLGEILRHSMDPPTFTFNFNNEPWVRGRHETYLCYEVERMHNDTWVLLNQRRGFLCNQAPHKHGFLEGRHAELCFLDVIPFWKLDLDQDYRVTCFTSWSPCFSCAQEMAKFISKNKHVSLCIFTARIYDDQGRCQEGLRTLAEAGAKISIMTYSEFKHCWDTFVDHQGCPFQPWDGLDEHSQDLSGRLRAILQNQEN
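Read-out is eYFP fluorescence (Ex 488/Em 500-530) from Vif-expressing HeLa A3G-eYFP cells; more signal means A3G escaped Vif-mediated degradation. Cells plated overnight, compound pinned in, incubated overnight at 37 deg C.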
D2 antag: antagonists of human D2 dopamine receptor; P14416; HEK293 TREx D2 cells, calcium flux, dopamine EC80; inhibition, % at 10 µM; 340,000 tested, 2% active; in the data active means inhibition above about 30%; further: 0% is about no effect
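HEK293 T-REx D2 cells, tet-induced, calcium dye no-wash. Cpd pintool add, 180 s kinetic, then EC80 DA, 180 s kinetic. Ca flux read.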
Numbers without * were called inactive; u = inconclusive; x = no result given; & = joins results of further samples; [ ] = dose if it differs, or a comment. Unless noted, the call rests on the fitted dose curve; in most records, active means well fitted curve in the direction sought with a large enough effect; inconclusive means small, poorly fitted or top-dose-only effect, or another doubt; inactive means no such curve, though single readings can be large; an effect the other way counts as inactive or inconclusive. Not all compounds are listed. The share of hits here may be higher or lower than overall.

Molecule | Glioma ERSR ind | D2 antag | Vif-A3F inh | ERG Ets-DNA blk | RGS4 inh | D2 agonist | ALOX12 inh | Vif-A3G inh | LDHA inh
Cc1c(-c2nc(-c3ccc(C(C)(C)C)cc3)no2)n(C)oc1=O | -12% | 25 | -16% | -2% | 0% | -0.3 | 14% | 0% | -7
CN(C)c1ccc(P(=O)(OCc2ccccc2)C(O)c2ccncc2)cc1 (configuration not stated) | 5% | -10 | -1% | 1% | -5% | -0.2 | -5% | 0% | -2
CN(C(=O)COc1ccc(S(=O)(=O)N2CCOCC2)cc1[N+](=O)[O-])C1CCS(=O)(=O)C1 (configuration not stated) | -1% | 7 | 0% | -4% | -24% | 0.9 | 13% | 3% | -6
COc1ccc(C(=O)N/N=C2\SCC(=O)N2Cc2ccc3c(c2)OCO3)c(OC)c1 | -2% | 1 | -10% | 5% | -40% | -0.6 | -5% | 2% | -2
COc1ccc(CC(=O)Nc2ccc(S(=O)(=O)N3CCN(C)CC3)cc2)cc1 | -5% | -6 | 12% | 11% | 7% | 0.5 | 22% | 1% | 0
CCN1CCN(CNC(=O)c2cnccn2)CC1 | -3% | -5 | -3% | 2% | -19% | -0.2 | 2% | -5% | 2
COc1ccc(S(=O)(=O)N(C)CC(=O)Nc2cccc(C(C)=O)c2)cc1Cl | -6% | -6 | -3% | 0% | 18% | 0.3 | 14% | 0% | 5
O=C1CCC([N+](=O)[O-])C(c2ccc(Cl)cc2Cl)N1 (configuration not stated) | -5% | -13 | -7% | 1% | -6% | 0.2 | 388%[activator] | -2% | -7
CC(c1ccccc1)C1CC(=O)N(Cc2ccccc2)C1=O (configuration not stated) | -1% | 5 | -4% | 2% | -11% | -0.3 | -11% | -5% | -4
O=C(NCc1ccccn1)c1cn(Cc2ccccc2)nn1 | 1% | -12 | 1% | 13% | 13% | 0.2 | -1% | 0% | 2
CCC(=O)OCCCCCCOc1ccc(C(=O)O)cc1 | 2% | -6 | -4% | 0% | 17% | 0.2 | -12% | -2% | -8
CN(CC(=O)Nc1cccc(F)c1)C(=O)c1ccc(C2SCCS2)cc1 | 1% | -11 | -24% | 10% | 2% | -1.5 | -2% | 0% | -2
CC(=O)N(C(C)=O)c1ncc2c([nH]c3ccccc32)c1C#N | -3% | 3 | -4% | 2% | 0% | -2.1 | -12% | 2% | -14
Cc1nc(-c2cccc(Br)c2)ccc1C(=O)O | -1% | 12 | 12% | 6% | 0% | 0.2 | 1% | 1% | 0
COc1ccc(C(=O)NC(=O)COC(=O)C2CC2C)cc1 (configuration not stated) | -2% | x | 11% | 10% | -12% | x | 193%[activator] | 3% | 0
Cc1ccc(S(=O)(=O)N2CCCC2C(=O)O)s1 (configuration not stated) | -5% | 2 | -1% | 0% | -9% | -0.9 | -33% | -1% | -2
Cc1ccc2nnc(Cl)n2n1 | 0% | 24 | -8% | 5% | -4% | 0.0 | 4% | -3% | -2
CCc1noc(C)c1C(=O)NNC(=O)c1nn(CC)c(=O)c2ccccc12 | -5% | 12 | 8% | -6% | 6% | -1.2 | -4% | 2% | 1
Cc1ccc(SCCN2CCC(NC(=O)OCc3ccccc3)CCC2=O)cc1 (configuration not stated) | -4%&-5% | -17 | 3% | -1% | -7% | -1.4 | -10% | 5%&3% | -2
COc1ccc(-c2nc3ccccc3o2)cc1NC(=O)C(C)(C)Oc1ccc(Br)cc1 | -2% | x | 1% | -12% | 5% | -0.9 | -11% | 4% | -9
CC(=O)N1N=C(c2ccccc2)OC12CCCC2 | -4% | -1 | 1% | 1% | -19% | -0.1 | -6% | 2% | 1
CC(C)C(NC(=O)C(c1ccccc1)c1ccccc1)c1nc2ccccc2[nH]1 (configuration not stated) | -1% | -2 | -6% | -5% | 5% | -0.3 | -25% | -4% | -5
CC(=O)Nc1ccc(C(=O)OCc2ccc(Cl)cc2)cc1 | -5% | -10 | -8% | -3% | 1% | 0.1 | -20% | -2% | -1
CN(C(=O)CSc1nnc(Nc2ccccc2F)s1)C1CCS(=O)(=O)C1 (configuration not stated) | -1% | x | -17% | 2% | -18% | x | -6% | 0% | -2
CSCCC(NS(=O)(=O)c1ccc2c(c1)oc(=O)n2C)C(=O)N1CCN(c2cc(C)ccc2C)CC1 (configuration not stated) | -3% | x | -1% | 1% | 10% | 0.1 | -3% | 2% | -5

By substructure: the entries above with an aryl thioether with sulfur outside any ring (2)
Molecule | Glioma ERSR ind | D2 antag | Vif-A3F inh | ERG Ets-DNA blk | RGS4 inh | D2 agonist | ALOX12 inh | Vif-A3G inh | LDHA inh
Cc1ccc(SCCN2CCC(NC(=O)OCc3ccccc3)CCC2=O)cc1 (configuration not stated) | -4%&-5% | -17 | 3% | -1% | -7% | -1.4 | -10% | 5%&3% | -2
CN(C(=O)CSc1nnc(Nc2ccccc2F)s1)C1CCS(=O)(=O)C1 (configuration not stated) | -1% | x | -17% | 2% | -18% | x | -6% | 0% | -2

Other results:
Molecule | Glioma ERSR ind | D2 antag | Vif-A3F inh | ERG Ets-DNA blk | RGS4 inh | D2 agonist | ALOX12 inh | Vif-A3G inh | LDHA inh
Cc1nn(-c2ccccc2)c2c1N(CCCC(=O)NCc1ccc(OC(C)C)cc1)C(=O)CS2 | -5% | x | -7% | 3% | 6% | 0.6 | -29% | u | -7
Cc1ccc(CN(Cc2cccnc2)C(=S)Nc2cc(Cl)ccc2C)cc1 | 2% | 3 | u | 6% | -8% | 1.3 | -5% | -3% | -7
CC(=O)Nc1ccc(OCC(=O)NCCc2ccccc2)cc1 | 3% | -15 | -6% | 1% | -16% | -0.7 | 4% | 6% | -5
CC(=O)Nc1cc2c(cc1Br)-c1ccccc1C2 | 4% | x | -10% | 1% | -24% | x | -12% | -6% | -6
COc1ccc(C(CNC(=O)c2ccc(C)cc2)N2CCOCC2)cc1 (configuration not stated) | -2% | x | -1% | -2% | -16% | -2.0 | -1% | 3% | -4
CCCCn1c(N)c(N(C)C(=O)C2CC(=O)N(Cc3ccco3)C2)c(=O)[nH]c1=O (configuration not stated) | -2% | x | -2% | -8% | -16% | x | -3% | 3% | 2
CCOc1nc(C#N)nc(N(c2ccccc2)c2ccccc2)n1 | -4% | x | x | x | 7% | x | x | -2% | -13
CCOc1ccc(-n2c(SCC(=O)NCc3ccccc3)nc3n[nH]c(C)c3c2=N)cc1 | -1% | x | 4% | 3% | -24% | 0.6 | -21% | -1% | -6
CSc1ccccc1NC(=O)COC(=O)c1c[nH]c(=O)[nH]c1=O | -3% | 3 | 0% | 1% | 25%[11.4 µM] | -1.6 | u | -1% | -9
Oc1cccc(NC(=S)Nc2ccccc2)c1 | -7% | 3 | 4% | -7% | -17% | 1.9 | 0% | -1% | 2
CCN(CC)c1nc2ccccc2n(Cc2cccc(OC)c2)c1=O | -1% | -20 | 2% | 4% | 14% | 3.1 | 5% | 1% | -1
NS(=O)(=O)c1c(Sc2ccccc2C(=O)O)ccc2ccccc12 | -2% | -1 | 5% | -2% | -1% | -0.4 | 9% | 0% | 4
Cc1cc(C)nc(NNS(=O)(=O)c2c(C)cc(C(C)(C)C)cc2C)n1 | -5% | -7 | 9% | 5% | 12% | 0.4 | -17% | 2% | -4
Cc1[nH]c2ccc(C(=O)N3CCN(c4ccccn4)CC3)cc2c1C | -3% | -7 | -4% | 3% | -22% | -0.4 | -1% | 1% | -9
CCCN1CCC(NC(=O)Cc2ccccc2C)CC1 | -3% | 1 | 0% | -14% | -12% | 0.8 | -6% | -1% | -12
CCOc1cc(/C=C2\N=C3CCCCCN3C2=O)ccc1O | 0% | x | -22% | -4% | -5% | x | u | 0% | 2
O=C(OCC(=O)N1CCOCC1)c1ccc(Br)cc1 | 6% | -1 | 1% | 5% | 30% | 0.5 | -7% | -5% | -7
O=C(Nc1nc(-c2ccc(Cl)s2)cs1)c1ccncc1 | -3% | 2 | 2% | x | -15% | -0.4 | -5% | 0% | -8
CCOC(=O)CN1C(=O)C(Sc2n[nH]c(-c3ccc(O)cc3)n2)CCc2ccccc21 (configuration not stated) | -1% | 13 | -11% | -17% | -19% | -1.1 | 0% | -3% | 0
COc1ccc(-c2nc(C#N)c(NCc3cccnc3)o2)cc1OC | -2% | -4 | -3% | -11% | -15% | -0.4 | 0% | 0% | -7
COc1ccc(N(C)S(=O)(=O)c2ccc3c(c2)CCC(=O)N3)cc1 | -2% | -6 | 1% | 2% | 27% | 0.1 | -13% | 1% | 0
CCn1cc(C(=O)NCc2ccco2)c(=O)c2cc(S(=O)(=O)N3CCC(C)CC3)ccc21 | -2% | 1 | -11% | 4% | -38% | -2.1 | -13% | -1% | 6
COC(=O)c1ccc(C(=O)OC)c(NC(=O)C2CCCO2)c1 (configuration not stated) | 0% | 7 | -5% | -4% | -2% | -2.2 | 0% | 3% | -1
Cc1c(C(=O)NN2CCOCC2)cccc1[N+](=O)[O-] | -4% | x | 2% | 14% | -29% | x | 1% | 6% | 0
CN(C(=O)c1ccc(NC(=O)Cc2ccc(NC(=O)C3CCCN(C(=O)CCc4ccccc4)C3)cc2)cc1)C1CCCC1 (configuration not stated) | 0% | x | -3% | -6% | -8% | x | -14% | 0% | 0
CN(CC(=O)Nc1ccccc1C(F)(F)F)C(=O)CSc1nnnn1C | -5% | 6 | -8% | 19% | -11% | 0.1 | -2% | 3% | -8
